CHX counter: counter-screen for Shiga toxin inhibitors: cycloheximide protein synthesis inhibition | actives 12% (n = 300,000) | AID 2314 | cell reporter, cycloheximide protein synthesis inhibition counterscreen | max response, %; in the data active means max response mostly above about 13%, no sharp cut-off; inactive means mostly below about 14%; further: read at 38.3 µM for the half of the compounds with a filed dose; 0% is about no effect
AmpC detergent: AmpC beta-lactamase inhibition with detergent present; P00811; AmpC hydrolysis of nitrocefin, absorbance 480 nm, 0.01% Triton; Potency, µM (top dose mostly 114 µM), for the others: at the top dose activity change, negative = inhibition, most hits filed as inhibitors; actives 0.041% (n = 370,000); AID 485294;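 further: potency means the concentration at half of the fitted maximal effect; 0% = no-compound wells and -100% = no-enzyme wells; nearly all actives have a fitted effect of over 25% in size; some results filed as inactive show a strong effect at the top dose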
Target sequence (P00811 whole entry, looked up): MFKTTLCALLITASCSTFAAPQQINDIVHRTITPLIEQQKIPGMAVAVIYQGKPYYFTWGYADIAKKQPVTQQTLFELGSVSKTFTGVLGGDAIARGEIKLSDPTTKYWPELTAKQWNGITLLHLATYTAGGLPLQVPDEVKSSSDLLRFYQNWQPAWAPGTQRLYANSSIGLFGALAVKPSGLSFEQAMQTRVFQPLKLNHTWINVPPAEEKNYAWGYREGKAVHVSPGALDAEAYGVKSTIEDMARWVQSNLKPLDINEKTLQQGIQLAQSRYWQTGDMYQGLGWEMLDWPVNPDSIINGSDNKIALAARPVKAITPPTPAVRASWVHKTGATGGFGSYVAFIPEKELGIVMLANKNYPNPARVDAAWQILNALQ
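AmpC (5.3 nM in the dispensed reagent) in 20 mM phosphate pH 7.0 with 0.01% (detergent screen) or 0.0001% Triton X-100 was preincubated with compounds for 15 min at room temperature. Nitrocefin was then added from an 800 uM solution, and hydrolysis was followed at 480 nm.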
HCMV antiviral: blocks human cytomegalovirus replication. AID 1259415. activity change, negative = inhibition, % at 57.5 µM. actives 4.5% (n = 410,000). HFF cells, HCMV-luciferase reporter, 72 h; stronger effect = lower value; in the data active means activity change below about -60%; inconclusive means no clear call, values can overlap the other calls; inactive means above about -39%; further: on the % scale 0 is the no-effect control and ±100 the full control effect
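Human foreskin fibroblasts infected with luciferase-reporter HCMV at MOI 1 PFU/cell, compounds at two doses. Luciferase measured 72 h post infection; normalized to buffer-only basal and Salinomycin (10uM) controls.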
FBPA Giardia inh: Giardia lamblia aldolase inhibition; purified Giardia FBPA; actives 0.71% (n = 290,000); A8B2U2; Potency, µM (titrated, usually from 59.6 µM), for the others: top-dose activity, negative = inhibition, most hits filed as inhibitors; further: potency means the concentration at half of the fitted maximal effect; on the % scale 0 is the no-effect control and ±100 the full control effect; nearly all actives have a fitted effect of over 55% in size
Target sequence (A8B2U2 whole entry, looked up): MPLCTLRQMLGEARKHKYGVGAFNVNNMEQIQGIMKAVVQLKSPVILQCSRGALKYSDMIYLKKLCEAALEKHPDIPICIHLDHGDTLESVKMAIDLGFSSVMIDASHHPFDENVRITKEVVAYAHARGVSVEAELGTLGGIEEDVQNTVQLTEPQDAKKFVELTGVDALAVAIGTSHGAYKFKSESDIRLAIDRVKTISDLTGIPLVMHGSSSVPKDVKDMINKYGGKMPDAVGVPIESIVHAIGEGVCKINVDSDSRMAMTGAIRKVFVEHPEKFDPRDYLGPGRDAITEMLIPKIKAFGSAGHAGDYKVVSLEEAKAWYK
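Giardia FBPA (40 nM reagent) was preincubated 10 min at RT with compound (up to 57.5 uM final), then substrate plus GAPDH/TPI/NAD/arsenate coupling system with diaphorase/resazurin was added; resorufin fluorescence (525/598 nm) was read after 20 min.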
Shiga toxin inh: blocks Shiga toxin action in Vero cells; Vero cells, Shiga toxin protein synthesis inhibition reporter; inhibition, % at 38.7 µM; actives 9.2% (n = 290,000); AID 2315; in the data active means inhibition mostly above about 28%, no sharp cut-off; inactive means mostly below about 43%; further: 0% is about no effect
AMA1 RON2 block: inhibitors of Plasmodium falciparum AMA1-RON2 interaction; AlphaScreen AMA1-biotinylated RON2 peptide binding; Potency, µM (doses to about 58.2 µM), without a hit: at the top dose activity change, negative = inhibition, actives largely listed as inhibitors; actives 0.2% (n = 360,000); AID 720542;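 further: potency means the concentration at half of the fitted maximal effect; 0% = vehicle wells and -100% = peptide control; nearly all actives have a fitted effect of over 45% in size; some results filed as inactive show a strong effect at the top dose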
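AMA1 (3D7) with his tag at 25 nM final met compounds first, then biotinylated RON2 peptide at 25 nM; detection used donor plus acceptor beads, 10 µg/mL apiece, read by AlphaScreen after 30 min at room temperature.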
AmpC no deterg: inhibitors of E. coli AmpC beta-lactamase without detergent | P00811 | AmpC nitrocefin hydrolysis, absorbance 480 nm, 0.0001% Triton | Potency, µM (top dose mostly 57.1 µM), for the others: at the top dose activity change, negative = inhibition, most hits filed as inhibitors | actives 0.52% (n = 330,000) | AID 485341;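 further: potency means the concentration at half of the fitted maximal effect; plate controls were no compound for no effect and no enzyme for full effect; nearly all actives have a fitted effect of over 20% in size; some results filed as inactive show a strong effect at the top dose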
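AmpC (5.3 nM in the dispensed reagent) in 20 mM phosphate pH 7.0 with 0.01% (detergent screen) or 0.0001% Triton X-100 was preincubated with compounds for 15 min at room temperature. Nitrocefin was then added from an 800 uM solution, and hydrolysis was followed at 480 nm.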
Numbers without * were called inactive; ? = inconclusive; · = no result given; [ ] = remark or other dose. Unless noted, the call rests on the fitted dose curve; in most records, active means well fitted curve in the direction sought with a large enough effect; inconclusive means small, poorly fitted or top-dose-only effect, or another doubt; inactive means no such curve, though single readings can be large; an effect the other way counts as inactive or inconclusive.

SMILES	CHX counter	AmpC detergent	HCMV antiviral	FBPA Giardia inh	Shiga toxin inh	AMA1 RON2 block	AmpC no deterg
Cn1c(=O)oc2cc(S(=O)(=O)N3CCC(C(=O)NCC4COc5ccccc5O4)CC3)ccc21 (stereo not given)	-4	-10%	20	2%	-8	-2%	-1%
CC(=O)c1ccc(NC(=O)c2cc(C)no2)cc1	17	-1%	15	1%	14	-4%	-5%
Cc1ccc(S(=O)(=O)N2CCC(C(=O)Nc3nnc(C4CCCC4)s3)CC2)cc1	0	0%	19	-4%	8	-1%	8%
CCOC(=O)N1CCN(C(=O)c2ccc(C)c(S(=O)(=O)N3CCCCC3)c2)CC1	8	-7%	-9	8%	-9	8%	60%[activator]
O=C(Nc1ccnc(-c2cccnc2)n1)c1cccs1	0	4%	-14	0%	-8	4%	-16%
O=C(Nc1nc(-c2ccc(F)cc2)cs1)C1CCN(C(=O)c2ccc(F)cc2)CC1	·	-1%	-80*	·	·	-5%	23%
O=C(Nc1cc([N+](=O)[O-])ccc1Cl)c1ccc2c(c1)OCO2	2	3%	2	3%	-13	5%	-12%
COC(=O)c1ccccc1NC(=O)CN1CCN(c2ccccn2)CC1	-2	-6%	-4	0%	-3	-8%	-21%
CC(=O)Nc1ccc(NC(=O)c2nc(S(=O)(=O)Cc3ccccc3)ncc2Cl)cc1	37*	-12%	-86*	·	94*	-2%	12%
CC(=O)Nc1ccc(OCC(O)Cn2nc(C)c(Br)c2C)cc1 (stereo not given)	-4	-3%	-8	-2%	-4	-4%	-3%
O=C(CSc1nc2[nH]ncc2c(=O)n1-c1ccccc1)N1CCCCCC1	-2	-7%	·	7%	-2	·	3%
CC(C)C[C@@H]1CN=C(N)N1C[C@@H]1CCCN1C[C@H](C)N1C[C@@H](Cc2ccccc2)N(CCCC2CCCC2)C1=N	·	·	-36	·	·	5%	70%[activator]
Cc1ccc2nc(NCCCNC(=O)c3cnccn3)c(C#N)cc2c1	-5	?	-2	-2%	-11	5%	-11%
CCCCOCCOCCOCCCC	·	-6%	34	·	·	-5%	-17%
COc1cc(OC)nc(NC(=O)NS(=O)(=O)c2ccc(F)cc2)n1	0	5%	-13	1%	-8	2%	-15%
COc1cc(/C=N\NC(=O)CNC(=O)C(c2ccccc2)c2ccccc2)ccc1O	-2	-1%	1	-15%	-7	-17%	-42%
O=C(NC1CCCC1)C(c1cccs1)N(Cc1ccco1)C(=O)c1csnn1 (stereo not given)	-4	2%	1	0%	-19	-1%	-15%
COC/C=C/C1=CC2=CC(=O)C(C)(OC(=O)c3cnc4ccccc4n3)C(=O)C2=CN1C1CC1 (stereo not given)	·	·	-12	?	·	-24%	·
Cc1ccc(Nc2nc(C)c3c(n2)CC(C)CC3=O)c(C)c1 (stereo not given)	6	-9%	44	-2%	-4	3%	3%
C=CCNc1sc(C(=O)c2ccccc2)c(N)c1C#N	-2	-4%	-19	1%	16	0%	-25%
CCOc1ccccc1C(=O)N(Cc1ccc(C)o1)C1CCS(=O)(=O)C1 (stereo not given)	-8	-9%	14	0%	3	-9%	-5%
COc1ccc(OCc2cccc(C(=O)NN)c2)cc1	124*	-6%	105	-10%	140*	35%[activator]	-58%
O=C1CCCC2=C1C(c1c(Cl)nc3sccn13)C1=C(CCCC1=O)N2	-5	9%	·	-6%	-14	·	-25%
N=C1/C(=C\c2ccc(OC(=O)c3ccc(F)cc3)cc2)C(=O)N=C2SC(N3CCCC3)=NN12	15	3%	18	-17%	11	101%[activator]	-28%
c1ccc2cc(C3N4CCCN34)ccc2c1 (stereo not given)	24*	2%	7	-1%	24	-2%	-16%
Next part.
SMILES	CHX counter	AmpC detergent	HCMV antiviral	FBPA Giardia inh	Shiga toxin inh	AMA1 RON2 block	AmpC no deterg
CCN(CC)C(=O)C1CC(=O)OC1(C)C (stereo not given)	0	-8%	9	5%	4	-9%	-16%
CN(C)/C=N/c1[nH]ncc1C#N	-9	-13%	10	4%	28	2%	-6%
Cc1c(NC(=O)C2CC(c3cccc(Br)c3)=NO2)c(=O)n(-c2ccccc2)n1C (stereo not given)	-2	0%	-35	5%	7	-6%	-3%[2.29 µM]
Cc1ccc2sc(N(CCCN(C)C)C(=O)c3ccc(S(=O)(=O)N(C)Cc4ccccc4)cc3)nc2c1C	·	0%	-23	·	·	?	196%[activator]
COc1ccc(N2CCN(CC(=O)Nc3ccccc3SC)CC2)cc1	-1	-4%	-3	1%	-16	?	112%[activator]
CCCOc1ccc(C2NC(=O)CCC2[N+](=O)[O-])cc1 (stereo not given)	3	-13%	87	-11%	·	-2%	9%
COc1cc(N2CCCC2)c(OC)cc1/C=c1/sc2nc3ccccc3n2c1=O	-2	-3%	·	-15%	13	·	-13%
COc1cc(CO)ccc1OCC(=O)Nc1ccc(Br)cc1	21*	4%	-5	1%	96*	1%	1%
CCCOP(=O)(c1ccc(N(C)C)cc1)C(O)c1c(Cl)cccc1Cl (stereo not given)	-2	1%	-38	2%	3	-10%	32%
O=C(O)CCc1ccc(-c2ccc(Cl)cc2)n1NC(=O)c1ccc(O)cc1	-2	3%	21	20%	-4	-1%	-40%
CC1CC(C)CN(c2cc(=O)n(Cc3ccc(F)cc3)c(=O)[nH]2)C1 (stereo not given)	-4	-15%	28	0%	9	-1%	-19%
O=C(N/N=C/c1ccc(OC(=O)c2ccccc2)cc1)c1cccc(O)c1	33	3%	11	4%	39	2%	-41%
COc1ccccc1N1CCN(C(CNS(=O)(=O)c2ccccc2)c2ccccc2)CC1 (stereo not given)	-1	1%	28	·	-4	-11%	4%
Cc1ccc(NC(=O)COc2ccc3c(c2)CCC3)nc1	·	?	-10	·	·	-9%	-8%
CNC(=O)CN1C(=O)NC2(CCc3ccccc32)C1=O (stereo not given)	10	4%	42	-3%	-15	-4%	7%
COc1ccc(C(c2nnnn2C2CCCC2)N2CCN(C(=O)c3ccco3)CC2)cc1OC (stereo not given)	-5	-1%	-20	·	-11	4%	44%
COc1ccc(-c2noc(C3CCCN(C(=O)c4ccc(C)cc4)C3)n2)cc1 (stereo not given)	15	1%	?	-3%	11	-23%	1%
Cc1ccc2nc(SCC(=O)Nc3ccc(C(N)=O)cc3)[nH]c2c1	-2	4%	4	-4%	24	-18%	-4%
COc1ccc(C2Nc3ccccc3C(=O)N2c2ccc(C)cc2)cc1Cn1cc([N+](=O)[O-])cn1 (stereo not given)	38*	-8%	26	1%	50*	-7%	-29%
Cc1cc(C)n(CCC(=O)N/N=C/c2c(O)ccc3ccccc23)n1	-4	2%	-83*	-18%	3	40%[activator]	113%[activator]
CC(=O)OC1(c2ccccc2)CCN(C)CC1(C)C (stereo not given)	9	2%	-80*	-1%	-4	-10%	-16%
O=C(C1CCC1)N1CCc2cc(S(=O)(=O)Nc3ccc4c(c3)OCCO4)ccc21	-7	-3%	-82*	0%	-10	6%	-29%
Cc1ccc2[nH]c(O)c(N=NC(=O)c3ccc(NS(=O)(=O)c4cccs4)cc3)c2c1	-1	-13%	26	1%	18	35%[activator]	-44%
CC(=O)Nc1nc2c(c3c1c(=O)oc1ccccc13)CC(C)CC2 (stereo not given)	7	?	·	-2%	-8	·	-11%
CCOC(=O)c1c(NC(=S)Nc2ccccc2)sc2c1CCCCC2	-2	-1%	·	2%	9	9%	-20%
More results follow:
SMILES	CHX counter	AmpC detergent	HCMV antiviral	FBPA Giardia inh	Shiga toxin inh	AMA1 RON2 block	AmpC no deterg
COCCCNC(=O)C[C@H]1C[C@H](C(=O)N(C(C)C)C(C)C)[C@@]2(C)c3[nH]c4ccc(Cl)cc4c3CCN2C1=O	·	·	-33	·	·	-5%	133%[activator]
CN(C)CCCOC(=O)c1ccccc1Cl	8	-12%	34	0%	11	5%	-7%
CN(Cc1ccccc1)C(=O)CN1C(=O)NC(C)(c2ccc(C(C)(C)C)cc2)C1=O (stereo not given)	-3	2%	-40	6%	-3	2%	118%[activator]
O=C(CSCc1ccccc1)N1CCN(c2ccc(F)cc2)CC1	45*	?	26	0%[12.9 µM]	21	-9%	41%
Cc1cc(NC(=O)c2ccc(NC(=O)C(C)Oc3ccccc3)cc2)no1 (stereo not given)	9	0%	-28	-6%	1	0%	-32%
O=C(CSc1nc2nc[nH]c2c(=O)[nH]1)NC1CCCCC1	-1	2%	61	2%	7	-1%	?
CN(CC(=O)Nc1ccccc1Cl)C1CCS(=O)(=O)C1 (stereo not given)	·	?	11	·	·	15%	-18%
Cc1nc(C(=O)Nc2cccc(Cl)c2)nn1-c1cc(OC(C)C)c(Cl)cc1Cl	1	1%	-15	-3%	-4	-5%	-17%
CN(C)[C@@H](CO)c1nnc([C@H](CC(=O)O)NC(=O)C2CCNCC2)o1	1	6%	60	-12%	-3	132%[activator]	-5%
COc1ccccc1CNC(=O)Cn1ccsc1=N	-3	-6%	56	-22%	-3	8%	-20%
O=C(c1ccccn1)N1CCN(C(=O)c2ccccn2)CC1	8	-5%	-8	0%	20	-3%	-2%
COc1cccc(/C=C2\Oc3ccc(O)cc3C2=O)c1O	-5	-6%	-29	-5%	-6	4%	-22%
CCOC(=O)C1(Cc2cccc(F)c2)CCN(C(=O)C2CCOCC2)CC1	-4	4%	?	0%	-4	3%	55%
Cc1cccc(CC2CC(=O)N(CCc3ccc4c(c3)OCO4)C2=O)c1 (stereo not given)	1	0%	26	-2%	6	-7%	16%
O=C(Cn1cc2c(n1)CCCCC2)Nc1c(F)c(F)cc(F)c1F	-5	?	-5	0%	-13	0%	-33%
CCOCCCNC(=O)c1ccc(OC)c(OC2CCN(C(C)C)CC2)c1	4	?	20	-13%	6	15%	-12%
OCC[C@H]1C[C@H](O)[C@@H](O)[C@]2(CCCc3ccccc3O2)O1	·	-11%	-3	·	·	-5%	-15%
Nc1c(N(CCO)C(=O)COc2ccc(Cl)cc2)c(=O)[nH]c(=O)n1Cc1ccccc1	-1	-4%	?	-1%	-10	-1%	-8%
Cc1cccc(N2C(=O)C(O)=C(C(=O)c3cccs3)C2c2ccc(Cl)cc2)n1 (stereo not given)	-1	3%	-7	13%	0	-2%	-56%

Five entries picked at random from those above:
SMILES	CHX counter	AmpC detergent	HCMV antiviral	FBPA Giardia inh	Shiga toxin inh	AMA1 RON2 block	AmpC no deterg
CCOCCCNC(=O)c1ccc(OC)c(OC2CCN(C(C)C)CC2)c1	4	?	20	-13%	6	15%	-12%
O=C(Cn1cc2c(n1)CCCCC2)Nc1c(F)c(F)cc(F)c1F	-5	?	-5	0%	-13	0%	-33%
CN(Cc1ccccc1)C(=O)CN1C(=O)NC(C)(c2ccc(C(C)(C)C)cc2)C1=O (stereo not given)	-3	2%	-40	6%	-3	2%	118%[activator]
COc1ccccc1CNC(=O)Cn1ccsc1=N	-3	-6%	56	-22%	-3	8%	-20%
Cc1cc(NC(=O)c2ccc(NC(=O)C(C)Oc3ccccc3)cc2)no1 (stereo not given)	9	0%	-28	-6%	1	0%	-32%

Source: PubChem (National Center for Advancing Translational Sciences (NCATS))

Rows are unselected; any-hit rate near 16%.
